Screening data deposited in PubChem BioAssay by several laboratories.
M1 antag = human CHRM1 antagonism | P11229 | CHO-K1 hM1, Fluo-8 calcium fluorescence, ACh EC80 antagonist | inhibition, % at 3 µM | hit rate 1.3% among 360,000;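 active = percent inhibition above its own plate's cutoff, namely the mean of that plate's compound wells plus 3 SD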;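 note: peak over basal fluorescence ratio during 140 s after agonist addition; 0% = ACh EC80 plus DMSO and 100% = DMSO alone without agonist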
Target sequence (P11229 whole entry, looked up): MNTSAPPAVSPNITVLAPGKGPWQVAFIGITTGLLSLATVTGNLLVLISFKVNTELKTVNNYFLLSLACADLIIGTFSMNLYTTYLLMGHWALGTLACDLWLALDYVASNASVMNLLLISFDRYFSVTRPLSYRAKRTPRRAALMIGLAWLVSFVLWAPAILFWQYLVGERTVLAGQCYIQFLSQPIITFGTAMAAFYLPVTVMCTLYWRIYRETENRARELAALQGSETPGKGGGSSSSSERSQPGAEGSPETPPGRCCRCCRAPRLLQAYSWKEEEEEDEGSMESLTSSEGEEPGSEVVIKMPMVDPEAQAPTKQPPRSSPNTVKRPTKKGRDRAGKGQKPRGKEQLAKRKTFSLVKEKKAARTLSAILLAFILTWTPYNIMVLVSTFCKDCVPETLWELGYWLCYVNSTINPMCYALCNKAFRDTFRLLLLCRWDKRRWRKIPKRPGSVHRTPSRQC
M1 PAM = human CHRM1 positive allosteric modulation. CHO-K1 hM1, Fluo-8 calcium fluorescence, ACh EC20; 0% = ACh EC20, 100% = maximal ACh. activation, % at 3 µM. hit rate 0.088% among 360,000; in the data active = activation above about 19%, passing the limit was not always enough
M5 antag = CHRM5 antagonism in calcium assay; P08912; CHO-hM5 cells, Fluo-8 calcium fluorescence, ACh EC80; inhibition, % at 3 µM; hit rate 0.59% among 360,000;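 active = inhibition above a per-plate cutoff, the mean of that plate's test compounds plus 3 SD, cut at about 27% in these data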;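 note: 0% = acetylcholine EC80 with DMSO and 100% = DMSO without agonist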
CHRM4 PAM = positive allosteric modulators of human muscarinic M4 receptor. CHO-K1 hM4/Gqi5, Fluo-8 calcium fluorescence, ACh EC20; 0% = ACh EC20, 100% = maximal ACh. activation, % at 3 µM. hit rate 0.4% among 360,000;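 active = activation above its plate's cutoff, the mean activation of sample wells plus 3 SD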; note: some results filed as inactive read as strong as hits
Target sequence (P08173 whole entry, looked up): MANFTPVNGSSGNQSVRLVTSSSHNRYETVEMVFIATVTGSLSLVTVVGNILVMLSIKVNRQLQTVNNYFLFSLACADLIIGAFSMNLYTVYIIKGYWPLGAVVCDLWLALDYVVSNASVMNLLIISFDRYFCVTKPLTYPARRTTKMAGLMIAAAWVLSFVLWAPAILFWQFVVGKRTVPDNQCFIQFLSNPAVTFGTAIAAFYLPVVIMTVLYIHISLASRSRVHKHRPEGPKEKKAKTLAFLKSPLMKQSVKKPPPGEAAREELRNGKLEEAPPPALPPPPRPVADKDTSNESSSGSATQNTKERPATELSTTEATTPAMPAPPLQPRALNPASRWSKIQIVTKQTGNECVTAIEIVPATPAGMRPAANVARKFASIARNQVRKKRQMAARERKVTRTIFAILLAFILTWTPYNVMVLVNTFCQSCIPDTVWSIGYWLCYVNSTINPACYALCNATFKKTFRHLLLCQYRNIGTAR
M4 antag = CHRM4 antagonism in calcium assay. CHO-hM4 cells, ACh EC80, Fluo-8 calcium fluorescence. inhibition, % at 3 µM. hit rate 0.73% among 360,000. AID 624125;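 active = inhibition above its plate's cutoff, the mean inhibition of sample wells plus 3 SD, cut at about 27% in these data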;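 note: 0% = acetylcholine EC80 with DMSO and 100% = DMSO without agonist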
M5 ag = agonists of human muscarinic M5 receptor (CHRM5) | CHO-K1 hM5 cells, Fluo-8 calcium fluorescence; 0% DMSO wells, 100% maximal acetylcholine response | P08912 | activation, % at 3 µM | AID 624037 | hit rate 0.19% among 360,000;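 active = activation above the run's mean over test compounds plus 3 SD, cut at about 23% in these data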;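 note: signal is peak over basal fluorescence ratio across the kinetic read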
CHRM5 PAM = positive allosteric modulators of human muscarinic M5 receptor | hit rate 0.3% among 360,000 | CHO-K1 hM5, Fluo-8 calcium, ACh EC20 PAM; 0% = ACh EC20, 100% = ACh EC100 | activation, % at 3 µM;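 active = activation above the run cutoff, the mean activation of all test compounds plus 3 SD, cut at about 18% in these data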
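Measured by: Fluo-8 calcium fluorescence; material: human M5 receptor in CHO-K1 cells; schedule: Post-acetylcholine fluorescence recording 140 s; benchmarks: low control EC20 acetylcholine (0%), high control EC100 acetylcholine (100%); read-out: Max/basal fluorescence ratio as % of EC20–EC100 ACh window; compound: single dose, 3 µM nominal final test concentration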
M4 ag = CHRM4 agonism in calcium assay; P08173; CHO-K1 hM4/Gqi5, Fluo-8 calcium fluorescence; vehicle 0%, full acetylcholine response 100%; activation, % at 3 µM; hit rate 0.14% among 360,000;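 active = activation above the run mean over all test wells plus 3 SD, cut at about 32% in these data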;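 note: peak over basal fluorescence ratio per well then scaled between controls; 0% = DMSO wells and 100% = acetylcholine at EC100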
CRFBP-R2 agonist = agonists of human CRF-binding protein/CRF-R2 receptor complex; hit rate 0.46% among 350,000; activation, % at 13.2 µM; HEK293 CRF-R2/CRF-BP, calcium dye fluorescence (FLIPR); percent of saturating CRF peptide response;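 active = activation of at least 50%, plus an integration ratio under a set limit after plate pattern correction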;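 note: plate controls were neutral control wells without compound for no effect and CRF at EC100 for full effect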
* marks the source's active call; other numbers are inactive results.

How did CC(C(=O)NCC1CCCCC1)N1CCN(S(=O)(=O)/C=C/c2ccccc2)CC1 (centres undefined) do in these assays?
M1 antag: -12; M1 PAM: 10; M5 antag: 5; CHRM4 PAM: 2; M4 antag: 0; M5 ag: 1; CHRM5 PAM: -5; M4 ag: 6; CRFBP-R2 agonist: -3.4

How did CCOc1cccc(CN2CCC(CCC(=O)NC3CC3)CC2)c1O do in these assays?
M1 antag: -5; M1 PAM: 1; M5 antag: 12; CHRM4 PAM: 7; M4 antag: -24; M5 ag: -8; CHRM5 PAM: -4; M4 ag: 1; CRFBP-R2 agonist: 2.9

How did O=C(Cn1nnc(-c2ccc3c(c2)OCO3)n1)Nc1ccccc1C(=O)O do in these assays?
M1 antag: -12; M1 PAM: 17; M5 antag: -5; CHRM4 PAM: 4; M4 antag: 5; M5 ag: -3; CHRM5 PAM: 4; M4 ag: -1; CRFBP-R2 agonist: -5.4

Results for N#CC1=C(N)OC2=C(C(=O)CCC2)C1c1ccc(OC(=O)N2CCOCC2)cc1 (centres undefined) ?
M1 antag: 3; M1 PAM: 1; M5 antag: 3; CHRM4 PAM: -10; M4 antag: 20; M5 ag: 1; CHRM5 PAM: 1; M4 ag: 2; CRFBP-R2 agonist: -0.9

What do the screens show for `COc1ccc(CCNC(=O)C2CCCN2C(=O)Nc2cccc(C(C)=O)c2)cc1OC` (centres undefined)?
M1 antag: -22; M1 PAM: 2; M5 antag: 2; CHRM4 PAM: -5; M4 antag: 1; M5 ag: -1; CHRM5 PAM: -1; M4 ag: 0; CRFBP-R2 agonist: 0.1

What do the screens show for `C#CC(CC)(CC)NC(=S)Nc1ccc(S(N)(=O)=O)cc1`?
M1 antag: 3; M1 PAM: -8; M5 antag: 3; CHRM4 PAM: 2; M4 antag: -5; M5 ag: -8; CHRM5 PAM: -3; M4 ag: 2; CRFBP-R2 agonist: 0.5

How did CCC(=O)N(CCC(c1ccccc1)c1ccco1)Cc1cccs1 (centres undefined) do in these assays?
M1 antag: -18; M1 PAM: -6; M5 antag: -8; CHRM4 PAM: -8; M4 antag: -19; M5 ag: -10; CHRM5 PAM: -10; M4 ag: 3; CRFBP-R2 agonist: -1.6

What do the screens show for `Cc1cccc(C2NC(=O)c3ccccc3N2)c1` (centres undefined)?
M1 antag: -17; M1 PAM: 10; M5 antag: 1; CHRM4 PAM: 6; M4 antag: -9; M5 ag: 2; CHRM5 PAM: 9; M4 ag: 1; CRFBP-R2 agonist: -3.2

How did O=C(NCCc1csc(-c2ccccc2)n1)c1cccs1 do in these assays?
M1 antag: -7; M1 PAM: 3; M5 antag: 9; CHRM4 PAM: -3; M4 antag: 3; M5 ag: 3; CHRM5 PAM: -11; M4 ag: 10; CRFBP-R2 agonist: -3.6

How did O=C1CC(c2ccc(F)cc2)Sc2nc(C34CC5CC(CC(C5)C3)C4)nn21 (centres undefined) do in these assays?
M1 antag: -7; M1 PAM: 5; M5 antag: 0; CHRM4 PAM: 3; M4 antag: -4; M5 ag: -6; CHRM5 PAM: 2; M4 ag: 0; CRFBP-R2 agonist: 0.1

How did CC(NC(=O)COc1ncnc2cc([N+](=O)[O-])ccc12)c1ccccc1 (centres undefined) do in these assays?
M1 antag: 4; M1 PAM: -1; M5 antag: 0; CHRM4 PAM: -4; M4 antag: 0; M5 ag: 3; CHRM5 PAM: -2; M4 ag: 3; CRFBP-R2 agonist: 3.8

What do the screens show for `COc1cc(NC(=S)NCCSc2ccc(C)cc2)cc(OC)c1`?
M1 antag: 3; M1 PAM: 0; M5 antag: -1; CHRM4 PAM: -8; M4 antag: 10; M5 ag: 1; CHRM5 PAM: -6; M4 ag: 3; CRFBP-R2 agonist: -0.5

How did CCOc1ccc(NS(=O)(=O)c2cc3c4c(c2)C(C)C(=O)N4CCC3)cc1 (centres undefined) do in these assays?
M1 antag: -14; M1 PAM: 14; M5 antag: 8; CHRM4 PAM: 12; M4 antag: 3; M5 ag: -3; CHRM5 PAM: -2; M4 ag: 1; CRFBP-R2 agonist: -0.9

What do the screens show for `COc1ccc(C(c2nnnn2Cc2ccc(F)cc2)N2CCN(c3ccccc3)CC2)cc1` (centres undefined)?
M1 antag: -3; M1 PAM: 2; M5 antag: -4; CHRM4 PAM: 10; M4 antag: -4; M5 ag: -2; CHRM5 PAM: 1; M4 ag: 1; CRFBP-R2 agonist: -1.3

How did CCc1cccc(CC)c1NC(=O)COC(=O)c1ccccc1-c1nc2ccccc2s1 do in these assays?
M1 antag: -13; M1 PAM: 7; M5 antag: -4; CHRM4 PAM: 15; M4 antag: -29; M5 ag: -3; CHRM5 PAM: -2; M4 ag: 0; CRFBP-R2 agonist: 5.8

What do the screens show for `CC1=C(C(=O)Nc2ccc(C)cc2C)C(c2cccc([N+](=O)[O-])c2)n2nc(C(=O)OC(C)C)nc2N1` (centres undefined)?
M1 antag: -7; M1 PAM: 9; M5 antag: 2; CHRM4 PAM: 5; M4 antag: -5; M5 ag: -1; CHRM5 PAM: 1; M4 ag: 1; CRFBP-R2 agonist: -2.2

What do the screens show for `O=C(OCC(=O)N1CCc2ccccc21)[C@@H]1CC(O)CN1S(=O)(=O)c1ccc(Cl)cc1` (some centres undefined)?
M1 antag: -1; M1 PAM: 1; M5 antag: -4; CHRM4 PAM: 6; M4 antag: -10; M5 ag: -2; CHRM5 PAM: 6; M4 ag: 5; CRFBP-R2 agonist: -0.6

What do the screens show for `COc1ccccc1CC(=O)Nc1ccc(C(=O)N2CCCCC2)cc1`?
M1 antag: -9; M1 PAM: 3; M5 antag: -9; CHRM4 PAM: -1; M4 antag: 5; M5 ag: 0; CHRM5 PAM: 9; M4 ag: 1; CRFBP-R2 agonist: -3.6

How did Cc1c(C)n(CCC#N)c2ccccc12 do in these assays?
M1 antag: 13; M1 PAM: -3; M5 antag: -1; CHRM4 PAM: -5; M4 antag: 4; M5 ag: -2; CHRM5 PAM: 2; M4 ag: 0; CRFBP-R2 agonist: 1.8

How did O=C(Nc1cccc2ncccc12)c1cccc(Br)c1 do in these assays?
M1 antag: 6; M1 PAM: 12; M5 antag: 20; CHRM4 PAM: -7; M4 antag: 1; M5 ag: 2; CHRM5 PAM: -6; M4 ag: 2; CRFBP-R2 agonist: -2.4

Results for Cc1ccc(OCC(=O)N/N=C/C=C/c2ccco2)c(Br)c1 ?
M1 antag: 6; M1 PAM: 5; M5 antag: 0; CHRM4 PAM: 1; M4 antag: 5; M5 ag: 0; CHRM5 PAM: 4; M4 ag: 1; CRFBP-R2 agonist: 1.5

Results for CC1(C)CCC(=O)N2CC[C@H]3C[C@H](OC(=O)Nc4ccc5c(c4)OCO5)C[C@@H]1[C@H]32 ?
M1 antag: -6; M1 PAM: 1; M5 antag: 10; CHRM4 PAM: 2; M4 antag: 8; M5 ag: 2; CHRM5 PAM: -1; M4 ag: 3; CRFBP-R2 agonist: -0.1

How did O=C(CN1CCN(c2cccc(C(F)(F)F)c2)CC1)N(C1CCCC1)C1CCS(=O)(=O)C1 (centres undefined) do in these assays?
M1 antag: -16; M1 PAM: 13; M5 antag: 12; CHRM4 PAM: 6; M4 antag: -5; M5 ag: -2; CHRM5 PAM: -6; M4 ag: 2; CRFBP-R2 agonist: -0.2

Results for COc1ccc(C(=O)/C=C/C(=O)N(CC(=O)NC2CCCCC2)CC2CCCO2)c(O)c1 (centres undefined) ?
M1 antag: 10; M1 PAM: 3; M5 antag: 14; CHRM4 PAM: -8; M4 antag: 29*; M5 ag: 17; CHRM5 PAM: 7; M4 ag: 6; CRFBP-R2 agonist: -2.5

What do the screens show for `CC(=O)c1ccc(N(CC(=O)NCc2ccc3c(c2)OCO3)C(=O)c2csnn2)cc1`?
M1 antag: -15; M1 PAM: 6; M5 antag: 4; CHRM4 PAM: -3; M4 antag: 8; M5 ag: 0; CHRM5 PAM: 0; M4 ag: 3; CRFBP-R2 agonist: -1.6

What do the screens show for `Cc1ccc(CS(=O)Cc2ccc(C(=O)NCCc3ccccc3)o2)cc1` (centres undefined)?
M1 antag: -19; M1 PAM: 14; M5 antag: -10; CHRM4 PAM: 0; M4 antag: -3; M5 ag: -4; CHRM5 PAM: 7; M4 ag: 4; CRFBP-R2 agonist: -2.4

How did O=C(CSc1nc(C2CC2)nc2c1cnn2-c1ccccc1)Nc1c[nH]c(=O)[nH]c1=O do in these assays?
M1 antag: -2; M1 PAM: 14; M5 antag: -4; CHRM4 PAM: 11; M4 antag: -1; M5 ag: 1; CHRM5 PAM: 6; M4 ag: 1; CRFBP-R2 agonist: -1.4

Results for O=C(O)c1ccc(N/N=C/c2cc3c(cc2[N+](=O)[O-])OCO3)cc1 ?
M1 antag: -17; M1 PAM: 15; M5 antag: 11; CHRM4 PAM: 11; M4 antag: 1; M5 ag: 1; CHRM5 PAM: 3; M4 ag: 0; CRFBP-R2 agonist: 0.0

An excerpt from above in order of formula weight, descending.
What do the screens show for `CC1=C(C(=O)Nc2ccc(C)cc2C)C(c2cccc([N+](=O)[O-])c2)n2nc(C(=O)OC(C)C)nc2N1` (centres undefined)?
M1 antag: -7; M1 PAM: 9; M5 antag: 2; CHRM4 PAM: 5; M4 antag: -5; M5 ag: -1; CHRM5 PAM: 1; M4 ag: 1; CRFBP-R2 agonist: -2.2

What do the screens show for `O=C(OCC(=O)N1CCc2ccccc21)[C@@H]1CC(O)CN1S(=O)(=O)c1ccc(Cl)cc1` (some centres undefined)?
M1 antag: -1; M1 PAM: 1; M5 antag: -4; CHRM4 PAM: 6; M4 antag: -10; M5 ag: -2; CHRM5 PAM: 6; M4 ag: 5; CRFBP-R2 agonist: -0.6

Results for COc1ccc(C(=O)/C=C/C(=O)N(CC(=O)NC2CCCCC2)CC2CCCO2)c(O)c1 (centres undefined) ?
M1 antag: 10; M1 PAM: 3; M5 antag: 14; CHRM4 PAM: -8; M4 antag: 29*; M5 ag: 17; CHRM5 PAM: 7; M4 ag: 6; CRFBP-R2 agonist: -2.5

What do the screens show for `CC(=O)c1ccc(N(CC(=O)NCc2ccc3c(c2)OCO3)C(=O)c2csnn2)cc1`?
M1 antag: -15; M1 PAM: 6; M5 antag: 4; CHRM4 PAM: -3; M4 antag: 8; M5 ag: 0; CHRM5 PAM: 0; M4 ag: 3; CRFBP-R2 agonist: -1.6

Results for Cc1ccc(OCC(=O)N/N=C/C=C/c2ccco2)c(Br)c1 ?
M1 antag: 6; M1 PAM: 5; M5 antag: 0; CHRM4 PAM: 1; M4 antag: 5; M5 ag: 0; CHRM5 PAM: 4; M4 ag: 1; CRFBP-R2 agonist: 1.5

How did O=C(Nc1cccc2ncccc12)c1cccc(Br)c1 do in these assays?
M1 antag: 6; M1 PAM: 12; M5 antag: 20; CHRM4 PAM: -7; M4 antag: 1; M5 ag: 2; CHRM5 PAM: -6; M4 ag: 2; CRFBP-R2 agonist: -2.4
